Assay outcomes deposited in PubChem by several laboratories.
TbMetRS inhib: Trypanosoma brucei MetRS inhibition; purified T. brucei MetRS, ATP depletion, Kinase-Glo luminescence; inhibition, % at 11.9 µM; 360,000 compounds, 0.4% hits;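 active means inhibition above a per-plate cutoff of the control wells' mean inhibition plus 3 SD, cut at about 5.5% in these data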;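 further: 0% = DMSO wells median and 100% = median of wells with control inhibitor compound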
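System: purified T. brucei MetRS enzyme / Detection: Kinase-Glo luciferase luminescence reporting remaining unconsumed ATP / Medium: HEPES buffer with MgCl2, KCl, DTT, spermine, BSA, pyrophosphatase / Replication: singlicate, one well per compound / Evaluation: percent inhibition relative to median high and low control wells / Schedule: 2 h aminoacylation at 25 °C after 15 min preincubation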
Scp1 inh: Scp-1 (human) phosphatase inhibition. Q9GZU7. Recombinant Scp1, phosphopeptide, malachite green phosphate absorbance. inhibition, % at 20 µM. 340,000 compounds, 0.88% hits. AID 493091;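 active means inhibition above about 50% at 20 µM, limit read from the data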;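 further: plate controls were DMSO wells with enzyme for no effect and wells lacking enzyme for full effect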
Target sequence (Q9GZU7 76-261 limits assumed): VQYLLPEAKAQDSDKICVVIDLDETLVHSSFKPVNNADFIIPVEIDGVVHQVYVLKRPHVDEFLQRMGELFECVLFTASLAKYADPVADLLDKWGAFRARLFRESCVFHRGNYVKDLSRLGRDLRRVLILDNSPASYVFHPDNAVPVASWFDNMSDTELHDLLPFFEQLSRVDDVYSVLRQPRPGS
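System: truncated SCP-1 phosphatase (76-261aa); medium: Tris acetate buffer pH 5.5 with MgCl2 and Tween-20; incubation: 45 min room-temperature reaction, 5 min colour, 30 min stabiliser; compound: single 20 µM dose, 1% DMSO; reagent: Phosphorylated 17-residue peptide substrate; read-out: % inhibition at 20 µM; technique: colorimetric free-phosphate detection, absorbance 630 nm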
Neddylation inh: blocks human cullin neddylation; P61081+Q13564; TR-FRET cullin neddylation, biochemical; calls only at 25 µM; 360,000 compounds, 0.58% hits; AID 651699; in the data active means inhibition above about 36%
STEP block: STEP (human) phosphatase inhibition; P54829; recombinant STEP, OMFP fluorogenic substrate, fluorescence; inhibition, % at 20 µM; 360,000 compounds, 0.25% hits; AID 588621;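 active means inhibition at 20 µM, scaled per plate between control wells, above about 37%, limit read from the data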;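 further: 0% = DMSO with enzyme and substrate and 100% = substrate only without enzyme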
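Test system: STEP tyrosine phosphatase / Reagent: OMFP at 25 µM / Doses: 20 µM, 1% DMSO / Read-out: percent inhibition scaled to no-enzyme and uninhibited-enzyme controls, plate-pattern corrected / Detection: FITC-channel fluorescence of OMFP product / Medium: Bis-Tris buffer pH 6.0, 2.5 mM DTT, 0.005% Tween 20 / Schedule: 20 min at room temperature, dark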
NRP1-CendR mod: modulators of CendR peptide binding to human neuropilin-1; O14786; FAM-RPARPAR peptide binding to NRP-1, fluorescence polarization; inhibition, % at 25 µM; 360,000 compounds, 0.85% hits;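 active means inhibition or corrected inhibition above about 18%, plus a signal ratio from 0.5 to 1.5, limit read from the data, passing the limit was not always enough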; further: strong numbers were not always called active
Target sequence (O14786 whole entry, looked up): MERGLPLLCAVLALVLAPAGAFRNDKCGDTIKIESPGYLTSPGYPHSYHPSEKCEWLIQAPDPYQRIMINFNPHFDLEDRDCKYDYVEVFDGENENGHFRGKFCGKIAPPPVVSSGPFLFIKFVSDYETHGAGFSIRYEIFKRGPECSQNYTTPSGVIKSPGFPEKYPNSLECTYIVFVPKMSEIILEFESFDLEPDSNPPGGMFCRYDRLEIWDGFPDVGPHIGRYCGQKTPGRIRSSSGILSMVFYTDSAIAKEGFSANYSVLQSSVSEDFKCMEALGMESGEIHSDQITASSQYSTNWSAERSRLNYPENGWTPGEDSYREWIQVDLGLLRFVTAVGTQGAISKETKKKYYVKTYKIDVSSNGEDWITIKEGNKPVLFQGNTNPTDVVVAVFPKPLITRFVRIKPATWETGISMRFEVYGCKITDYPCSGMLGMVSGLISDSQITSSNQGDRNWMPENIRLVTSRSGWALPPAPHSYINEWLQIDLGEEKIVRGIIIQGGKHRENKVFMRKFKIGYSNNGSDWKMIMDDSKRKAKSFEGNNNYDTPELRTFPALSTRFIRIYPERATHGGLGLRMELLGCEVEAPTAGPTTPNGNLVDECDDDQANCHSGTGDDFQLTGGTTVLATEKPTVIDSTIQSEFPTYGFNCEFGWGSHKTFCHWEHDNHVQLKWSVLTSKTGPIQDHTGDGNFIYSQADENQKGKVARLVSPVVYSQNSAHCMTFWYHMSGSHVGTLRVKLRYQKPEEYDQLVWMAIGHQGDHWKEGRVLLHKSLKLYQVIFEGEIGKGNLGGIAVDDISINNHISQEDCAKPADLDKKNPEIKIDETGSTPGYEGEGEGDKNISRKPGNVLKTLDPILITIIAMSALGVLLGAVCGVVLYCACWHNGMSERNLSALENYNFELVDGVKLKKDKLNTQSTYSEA
SKN-1 inh: inhibitors of C. elegans SKN-1. 360,000 compounds, 0.49% hits. inhibition, % at 21.8 µM. C. elegans VP596 Pgst-4::GFP/RFP ratio, acrylamide-induced, 24 h;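 active means interference check ratio from 0.5 to 1.5 plus GFP to RFP signal ratio inhibition reaching or exceeding a fixed threshold, cut at about 30% in these data, passing the limit was not always enough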; further: some compounds called inactive have numbers as strong as hits
NadD block: NadD (S. aureus) enzyme inhibition | purified NadD enzyme, colorimetric absorbance read-out | inhibition, % at 20 µM | AID 602399 | 360,000 compounds, 0.78% hits; in the data active means inhibition above about 26%; further: some compounds past the cut are filed as inactive
LMPTP block: blocks human LMPTP phosphatase | P24666 | recombinant LMPTP-A, OMFP fluorogenic substrate, fluorescence intensity | inhibition, % at 20 µM | 360,000 compounds, 0.22% hits | AID 651560;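 active means compounds that cut the enzyme signal by at least half of the control window in the single-dose screen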;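 further: plate controls were DMSO wells with enzyme plus substrate for no effect and substrate without enzyme for full effect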
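Test system: LMPTP-A, protein tyrosine phosphatase of low molecular weight; Input: 0.625 nM enzyme; Incubation: 50 min dark incubation at room temperature; Signal: endpoint fluorescence intensity from OMFP dephosphorylation; Read-out basis: % inhibition versus control wells.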
SUMO1-SIM PPI: modulators of human SUMO1-mediated protein-protein interactions | P63165 | SUMO1 binding to a labelled peptide, TR-FRET, 1 h | inhibition, % at 20 µM | 360,000 compounds, 0.33% hits | AID 602429; in the data active means inhibition above about 37%
DNMT1 block: inhibitors of human DNMT1; P26358; inhibition (reported as % activation of signal), % at 10 µM; 360,000 compounds, 0.83% hits; DNMT1 molecular beacon, Hinp1I cleavage, fluorescence; in the data active means inhibition above about 50%
* hit, by the source's call; i = inactive; x = no result given.

SMILES | TbMetRS inhib | Scp1 inh | Neddylation inh | STEP block | NRP1-CendR mod | SKN-1 inh | NadD block | LMPTP block | SUMO1-SIM PPI | DNMT1 block
Nc1nc(SCC(=O)NN(c2ccccc2)c2ccccc2)n[nH]1 | 1.9 | -7 | i | -1 | -8 | 0 | 2 | 0.2 | 1 | 0
O=C(NC1CCCCC1)c1ccc(CS(=O)Cc2ccc(Cl)cc2)o1 (centres undefined) | -0.1 | -3 | i | -4 | 8 | -1 | 2 | -1.5 | 6 | -4
CC(C)CC(C(=O)NC1CCCCC1)N(Cc1cccs1)C(=O)c1snc(C(N)=O)c1N (centres undefined) | -0.8 | 7 | i | -2 | -14 | -4 | -3 | -0.2 | 0 | 6
COC(=O)c1ccc(C)c(NC(=O)CN(c2cc(OC)ccc2OC)S(C)(=O)=O)c1 | -1.5 | 0 | i | -1 | 13 | -7 | 7 | -0.5 | 7 | 11
Cc1cccc(N(CC(O)CN2CCCC2)S(=O)(=O)c2ccccc2)c1 (centres undefined) | 0.2 | -9 | i | -2 | -1 | 3 | -7 | 0.0 | -4 | -1
Nc1[nH]c(C(=O)c2ccccc2)c(-c2ccccc2C(F)(F)F)c1C(=O)NCc1cccc2ccccc12 | -0.6 | x | i | x | -120 | 7 | 13 | 0.4 | 2 | x
Cc1cccn2c(CNCCc3ccccn3)c(C(=O)N3CCOCC3)nc12 | 0.1 | -2 | i | -3 | 9 | 18 | 0 | -0.1 | 21 | 0
CCNC(=O)C1CCCN(Cc2ccc3ccccc3c2Br)CC1 (centres undefined) | -0.2 | x | i | -1 | -3 | 7 | -10 | -0.9 | -20 | 4
CC1(C(=O)NS(=O)(=O)c2cccc(C#N)c2)CCN1C(=O)CCC1CCCC1 (centres undefined) | -0.2 | x | i | 0 | -8 | 3 | 0 | -1.7 | -1 | 0
CCn1c(CC(=O)Nc2ccc(F)cc2)nnc1SCC(=O)N1CCOCC1 | 0.4 | -2 | i | -1 | 15 | 11 | -10 | 0.1 | -2 | 3
Cc1ccccc1NC(=O)C1=CC=CN2CCS(=O)(=O)N=C12 | -0.4 | -2 | i | 0 | 6 | -3 | -4 | -0.3 | -4 | 3
COc1cccc(Nc2ncccc2C(=O)Nc2ccccc2)c1 | -0.7 | 0 | i | -1 | -1 | 4 | -7 | 1.8 | -1 | -12
O=[N+]([O-])c1cc(/C=N/n2c(-c3ccncc3)n[nH]c2=S)ccc1Cl | 0.1 | -8 | i | -3 | -3 | 4 | 19 | 6.2 | 7 | 55*
O=C(COC(=O)c1ccc2ccccc2n1)NC1CCCCC1 | -0.2 | -12 | i | 4 | 11 | -10 | -6 | -0.5 | -20 | 3
Cc1cccc(N2CCN(S(C)(=O)=O)CC2)c1C | -0.8 | -2 | i | 0 | 4 | -24 | -7 | 0.0 | 0 | 4
N#C/C(=C\c1ccccc1)C(=O)N1CCN(c2ccccc2F)CC1 | 0.1 | -7 | i | 2 | 2 | -14 | -1 | -0.2 | 3 | -1
c1ccc2c(COn3nnc4ccccc43)cccc2c1 | -0.4 | -8 | i | 1 | 0 | 16 | -9 | 1.8 | -3 | -3
CC1(C(=O)Nc2cccc(Oc3ccccc3)c2)CCN1C1Cc2ccccc2C1 (centres undefined) | 0.0 | x | i | 1 | 2 | 6 | -1 | 1.5 | 4 | 1
COc1cc(NC(=O)C23CC4CC(C2)CC(n2cnc([N+](=O)[O-])n2)(C4)C3)cc(OC)c1 | -0.2 | -7 | i | 0 | 3 | 11 | 3 | -2.8 | -13 | -7
CC(C)(C)C(=O)/C=c1\[nH]c(=O)/c(=C\c2ccccc2F)s1 | -0.2 | -4 | i | -1 | -7 | 6 | 1 | -0.7 | 9 | 0
Cc1ccc(Cn2cc(/C=N/Nc3ccc([N+](=O)[O-])cn3)c3ccccc32)cc1 | -0.4 | 2 | i | 1 | -97 | 14 | 19 | 2.7 | -17 | 34
Cc1ccc(S(=O)(=O)N2CCOCC2)cc1NC(=O)CSc1ccccn1 | -0.3 | -4 | i | -6 | -1 | 3 | -7 | -1.8 | -5 | -6
O=C(CCS(=O)(=O)c1ccc(Br)cc1)Nc1ccccc1Cl | -0.7 | -7 | i | -1 | -6 | 21 | -6 | -1.8 | 1 | 0
CCOc1cccc(NC(=O)CSc2nncn2N)c1 | -0.5 | -5 | i | 2 | 0 | 3 | -4 | -1.1 | -2 | 11
CN(C)/C=C(/C(=O)c1ccc(Cl)cc1)S(C)(=O)=O | 0.0 | -5 | i | -2 | -2 | 9 | 0 | -2.2 | 1 | 2

Given in CSV form: part of the list above.
compound,TbMetRS inhib,Scp1 inh,Neddylation inh,STEP block,NRP1-CendR mod,SKN-1 inh,NadD block,LMPTP block,SUMO1-SIM PPI,DNMT1 block
Nc1[nH]c(C(=O)c2ccccc2)c(-c2ccccc2C(F)(F)F)c1C(=O)NCc1cccc2ccccc12,-0.6,x,i,x,-120,7,13,0.4,2,x
Cc1cccn2c(CNCCc3ccccn3)c(C(=O)N3CCOCC3)nc12,0.1,-2,i,-3,9,18,0,-0.1,21,0
CCNC(=O)C1CCCN(Cc2ccc3ccccc3c2Br)CC1 (centres undefined),-0.2,x,i,-1,-3,7,-10,-0.9,-20,4

More compounds.
SMILES | TbMetRS inhib | Scp1 inh | Neddylation inh | STEP block | NRP1-CendR mod | SKN-1 inh | NadD block | LMPTP block | SUMO1-SIM PPI | DNMT1 block
CC(NC(=O)COc1ccccc1F)C1CC2CCC1C2 (centres undefined) | -0.1 | -5 | i | -1 | 5 | 13 | 1 | -0.8 | -1 | 0
NCCS | -1.2 | -12 | i | -1 | 0 | -5 | 2 | -8.5 | 3 | -1
COc1ccc(C(=O)Nc2cc(S(=O)(=O)N3CCCC3)ccc2Cl)cc1 | 0.0 | -5 | i | 1 | 15 | 16 | 2 | -0.6 | 4 | -1
O=C(NCCCc1ccccn1)C1CCC(=O)N(Cc2cccc(F)c2)C1 (centres undefined) | -0.6 | -7 | i | -2 | 8 | -5 | 1 | -1.4 | -3 | 4
COc1cc(OC)cc(C2=Cc3ccc(OC)cc3C(CC(C)=O)N2c2ccc(C#CCCO)cc2)c1 (centres undefined) | -0.3 | x | x | x | -2 | 23 | 4 | 2.6 | -2 | x
CC(=O)Nc1nc2ccc(C(=O)NCCOC(=O)C3CCCCC3)cc2s1 | -0.1 | 6 | i | -3 | -9 | 6 | -1 | 0.0 | 1 | -1
CCCCNC(=O)C1(C)CCN1C(=O)c1cccc2c1OCCO2 (centres undefined) | -0.3 | x | i | 0 | -19 | 1 | -4 | -1.3 | 6 | 6
COc1ccc(C(CNC(=O)c2ccc(C)c(S(=O)(=O)N3CCOCC3)c2)N2CCCC2)cc1 (centres undefined) | 0.5 | -7 | i | -1 | 1 | 1 | -1 | 0.0 | 5 | 0
O=S(=O)(NC1c2cccc3cccc(c23)C1N1CCNCC1)c1ccc(Cl)cc1 (centres undefined) | 0.1 | -8 | i | 3 | 0 | -8 | -6 | -0.8 | -4 | -8
COCCNC(=O)COC(=O)/C=C/c1c(C)nn(Cc2ccc(Cl)cc2Cl)c1Cl | -0.2 | -13 | i | 1 | -2 | 4 | -8 | 1.7 | 0 | -5
CCN1CCN(c2ccc(S(=O)(=O)N3CCCCC3)cc2NC(=O)/C=C/c2ccc(OC(F)F)cc2)CC1 | -0.6 | 19 | i | 4 | 11 | -3 | 16 | 0.7 | -21 | -12
CC1CC(C)(C)NC(=S)N1CCCC(=O)NCc1ccccc1 (centres undefined) | -0.5 | -2 | i | 0 | -9 | -8 | -4 | -1.1 | -5 | 1
Nc1nc(SCc2ccccc2Cl)[nH]c(=O)c1-c1ccccc1 | -0.4 | -2 | i | 0 | 4 | -33 | 0 | 1.3 | 0 | 1
O=C(Nc1ccccc1)c1nc[nH]c1C(=O)N1CCN(c2ccccc2)CC1 | -0.2 | -6 | i | 0 | 16 | -3 | -2 | 0.9 | 4 | -1
Cc1cc(Cn2nc(-c3ccccc3)cc2C(=O)NCc2cccs2)on1 | 1.0 | -7 | i | 2 | -5 | 12 | -5 | 0.8 | 2 | -5
COC(=O)C(NC(=O)C(NC(=O)C1CCC(C)CC1)C(C)C)C(C)C (centres undefined) | -0.4 | -12 | i | 0 | -5 | -3 | -2 | 1.4 | 1 | 3
CN(C)S(=O)(=O)c1ccc(NC(=O)C2COc3ccccc3O2)cc1 (centres undefined) | 1.4 | -16 | i | -2 | -2 | 8 | -5 | -1.3 | -5 | 1
CCn1c(CNC(=O)c2ccccc2)nc2ccccc21 | 0.0 | -2 | i | 0 | -7 | 3 | 2 | -0.7 | 3 | 4
COc1ccc(CNC(=O)OCc2nccnc2C(=O)Nc2ccc(Br)cn2)cc1 | -0.4 | -3 | i | 0 | 7 | -9 | 1 | -0.7 | 10 | 6
NC(=S)Nc1ccc(Cl)c(Cl)c1 | 2.4 | -15 | i | -2 | 2 | -12 | 7 | 0.6 | 3 | 0
Cc1ccc(NC(=O)c2nc[nH]c2C(=O)N2CCC(C)CC2)cc1 | 0.2 | 2 | i | -1 | -2 | 21 | 4 | -0.6 | 1 | 6
CCC(C(=O)N1CCN(S(=O)(=O)c2sc(C(=O)O)c(C)c2C(=O)O)CC1)c1ccccc1 (centres undefined) | 0.2 | 13 | i | 2 | -8 | 8 | 0 | -1.2 | 3 | 6
CCOc1c(OC)cc(C2C(C#N)=C(N)Oc3n[nH]c(-c4ccncc4)c32)cc1OC (centres undefined) | 0.4 | -12 | i | 7 | 7 | 0 | 3 | -2.8 | -3 | -7
O=C(COC(=O)/C=C/c1ccccc1)Nc1ccccc1Br | -0.5 | -12 | i | -3 | -9 | 4 | -6 | -0.2 | 0 | 5
COC(=O)c1ccc(Sc2ccc(Cl)cc2)c(N)c1 | -0.4 | 0 | i | -2 | -4 | -9 | -5 | 2.3 | 1 | -1
CC(=O)N1CCN(CC(=O)Nc2sccc2C#N)CC1 | -0.6 | -2 | i | -1 | -12 | -15 | -2 | 1.1 | 8 | 1
CCOc1ccc(NC(=O)CSc2nc3[nH]ncc3c(=O)n2-c2ccccc2OC)cc1 | -0.3 | -2 | i | 3 | 1 | 2 | 6 | -0.7 | -2 | -4
CC1CN(C(=O)C2CCCC2)C(C)CN1C(=O)C1CCCC1 (centres undefined) | 0.1 | -2 | i | 1 | 0 | 4 | 2 | -2.0 | 1 | 3
CCC12CN3CC(CC)(CN(C1)C31C(=O)N(C)c3ccc(C)cc31)C2=O (centres undefined) | -0.1 | -2 | i | 0 | 18 | 6 | -3 | -1.8 | -5 | 0
COc1cc(/C=C2\SC(=S)N(N3CCOCC3)C2=O)cc(OC)c1OC | -0.2 | -11 | i | -1 | -3 | 15 | -5 | 0.5 | -13 | -5
